Epigenetic derep – derepresses silenced GFP reporter in murine cells; Potency, µM (titrated, usually from 53.9 µM), inactives show top-dose GFP activation, most hits filed as activators; murine LDR cells, GFP reporter derepression, 30 h; AID 1865; 280,000 compounds, 0.2% hits; note: % of control where 0% means no effect; nearly all actives have a fitted effect of over 60% in size
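Readout is the number of GFP-expressing murine LDR cells, counted by cytometry following washing. Cells were treated with compound for 30 h at 37 C; the stably integrated CMV-GFP locus is normally silent.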
ALDH1A1 block – ALDH1A1 (human) enzyme inhibition; Purified ALDH1A1, NADH fluorescence, propionaldehyde substrate; Potency, µM (highest dose often 75.3 µM), inactives show top-dose activity, negative = inhibition, most hits filed as inhibitors; 220,000 compounds, 7.3% hits; active = well fitted inhibition curve with a large enough effect, not every such curve was filed as active; inconclusive = small, poorly fitted or top-dose-only effect, or another doubt; inactive = no such curve, though single readings can be large or run the other way;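 note: plate controls were no enzyme wells and a reference inhibitor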
Target sequence (P00352 whole entry, looked up): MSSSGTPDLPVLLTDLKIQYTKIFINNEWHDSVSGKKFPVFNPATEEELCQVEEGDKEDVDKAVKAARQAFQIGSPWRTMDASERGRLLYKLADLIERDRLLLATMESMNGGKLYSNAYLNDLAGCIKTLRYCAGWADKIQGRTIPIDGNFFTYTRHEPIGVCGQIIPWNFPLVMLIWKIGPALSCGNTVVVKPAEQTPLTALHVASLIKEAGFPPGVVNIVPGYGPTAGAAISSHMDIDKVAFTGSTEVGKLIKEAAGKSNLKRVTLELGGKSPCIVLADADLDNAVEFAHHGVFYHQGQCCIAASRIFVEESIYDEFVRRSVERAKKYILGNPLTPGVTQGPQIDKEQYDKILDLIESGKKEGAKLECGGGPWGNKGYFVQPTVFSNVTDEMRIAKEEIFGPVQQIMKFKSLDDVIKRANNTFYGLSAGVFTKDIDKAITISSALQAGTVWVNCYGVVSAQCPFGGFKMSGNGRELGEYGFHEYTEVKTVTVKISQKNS
Tau fluor counter – counter-screen for tau fibril formation inhibitors; tau K18 P301L (four-repeat tau fragment) Alexa594 fluorescence, heparin fibrillization; Potency, µM (top dose mostly 57.7 µM), for the others: top-dose activity change, negative = decrease; 280,000 compounds, 0.93% hits; AID 1463; note: % is set by controls: 0 for no effect and ±100 for the full control effect; nearly all actives have a fitted effect of over 55% in size
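Human K18 P301L tau (15 uM unlabeled plus 0.24 uM Alexa 594-labeled, final) in 100 mM sodium acetate pH 7 was mixed with compound and 20 uM heparin and incubated 6 hr at 37 C.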
GAA glycogen mod – alters human alpha-glucosidase cleavage of glycogen; recombinant GAA, glycogen substrate, Amplex Red glucose oxidase fluorescence; 300,000 compounds, 0.38% hits; Potency, µM (top dose mostly 76.4 µM), without a hit: at the top dose activity change, negative = inhibition, hits mostly inhibitors;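 note: 0% = full enzyme reaction and -100% = no-enzyme basal signal; the screen sought inhibitors and activators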
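qHTS, 1536-well; enzyme 4 nM final; cpd up to 77 uM; substrate bovine liver glycogen 30 ug; 50 mM citrate/phosphate pH 5.0, 0.01% Tween-20; 37 C, 40 min; Amplex Red detection 45 min RT; Hill fit → AC50.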
NPSR antag – neuropeptide S receptor (human) antagonism, cAMP | 220,000 compounds, 1% hits | Q6W5P4 | CHO-NPSR cells, cAMP TR-FRET, antagonist mode | Potency, µM (top dose mostly 38.3 µM), inactives show top-dose activity change, negative = inhibition, usual class: inhibitors; note: % is set by controls: 0 for no effect and ±100 for the full control effect; nearly all actives have a fitted effect of over 50% in size; many of its hits are not listed in these tables
Target sequence (Q6W5P4 whole entry, looked up): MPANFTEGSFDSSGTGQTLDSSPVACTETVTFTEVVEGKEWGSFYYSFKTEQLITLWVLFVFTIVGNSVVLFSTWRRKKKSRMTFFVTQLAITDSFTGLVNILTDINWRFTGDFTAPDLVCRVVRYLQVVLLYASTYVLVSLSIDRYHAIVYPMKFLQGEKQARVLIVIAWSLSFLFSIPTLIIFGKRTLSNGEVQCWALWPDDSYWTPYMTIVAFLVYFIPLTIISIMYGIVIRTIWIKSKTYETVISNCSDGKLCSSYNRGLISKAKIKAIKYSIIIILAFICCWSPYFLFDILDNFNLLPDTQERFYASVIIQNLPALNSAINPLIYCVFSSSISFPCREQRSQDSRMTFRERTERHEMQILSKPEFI
aGlu spleen mod – inhibits or activates alpha-glucosidase in human spleen homogenate. P10253. human spleen homogenate, 4-MU-alpha-glucoside fluorescence. Potency, µM (titrated, usually from 79.9 µM), without a hit: at the top dose activity change, negative = inhibition, actives largely listed as inhibitors. 240,000 compounds, 0.006% hits. AID 2112;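 note: 0% = enzyme with vehicle and -100% = no enzyme basal signal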
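AC50 values come from Hill-equation fits of concentration-response data, normalized to no-enzyme and full-activity controls. Enzyme source: 1 ug human spleen homogenate; 1 mM fluorogenic 4-MU glucoside, pH 5.0 citrate buffer, 37 C, 40 min.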
aGal spleen mod – inhibitors or activators of human alpha-galactosidase in spleen homogenate. 240,000 compounds, 0.008% hits. human spleen homogenate, 4MU-alpha-Gal fluorescence, 40 min. Potency, µM (highest dose often 80 µM), without a hit: at the highest dose activity change, negative = inhibition, actives largely listed as inhibitors. P06280;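 note: 0% = enzyme with vehicle and -100% = no enzyme basal signal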
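Human spleen homogenate (1 ug) was the enzyme source, with 4-methylumbelliferyl-alpha-D-galactopyranoside (1 mM final) in pH 5.0 citrate buffer with 0.01% Tween-20. Compounds were titrated; after 40 min at 37C, NaOH/glycine stop, 4-MU fluorescence read; AC50 from Hill fits.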
GAA inhib – alpha-glucosidase (human) inhibition. P10253. purified human GAA, 4-MU-alpha-glucoside fluorescence. Potency, µM (doses to about 76.9 µM), for inactives: at the top dose activity change, negative = inhibition, usual class: inhibitors. 200,000 compounds, 0.005% hits. AID 1466;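 note: plate controls were uninhibited enzyme wells for no effect and no-enzyme background for full effect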
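Fluorogenic assay: 4 nM human alpha-glucosidase with 400 uM 4-methylumbelliferyl-alpha-D-pyranoside in 50 mM citrate/phosphate, 0.005% Tween-20, pH 5.0, 20 min at room temperature. Compounds tested up to 77 uM; AC50 from Hill fits.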
An asterisk follows results filed as active; ? = inconclusive; / = not tested or not shown; [ ] = another dose, or the depositor's remark. Unless noted, calls come from the whole dose curve; as a rule, active = well fitted curve in the direction sought with a large enough effect; inconclusive = small, poorly fitted or top-dose-only effect, or another doubt; inactive = no such curve, though single readings can be large; an effect the other way counts as inactive or inconclusive. Potency is the fitted concentration of half-maximal effect. A portion of the library, so the mix of outcomes need not match the whole.

Under each structure – Epigenetic derep	ALDH1A1 block	Tau fluor counter	GAA glycogen mod	NPSR antag	aGlu spleen mod	aGal spleen mod	GAA inhib
O=C(/C=C/NNC(=O)c1ccccc1)c1ccc(Br)cc1
    -1.5%	?	?	-7.0%	-16.4%[46.1 µM]	-3.0%	-0.3%	-7.5%
O=C(O)C1CC=CCC1C(=O)Nc1ccc2c(c1)OCCO2 (configuration not stated)
    -1.2%	?	-2.2%	2.2%	-6.1%[46.1 µM]	-3.3%	-2.4%	-2.7%
COc1ccccc1Nc1nc(N)nc(CN2CCCCCC2)n1
    -1.1%	-8.1%	-4.6%	-2.6%	-3.1%[46.1 µM]	5.6%	-0.8%	-2.4%
CC1CN(C(=O)C2(C)CC2(Br)Br)CC(C)O1 (configuration not stated)
    -5.2%	-5.3%	10.5%	-3.3%	5.4%	-0.2%	2.1%	-3.8%
CC(=O)Nc1ccc(/C=N/N2C(C)CCCC2C)cc1 (configuration not stated)
    3.5%	?	-5.5%	-0.9%	6.1%	1.2%	7.4%	-0.6%
CCCOc1ccc(C2c3c(oc4cc(C)c(C)cc4c3=O)C(=O)N2CCCN(C)C)cc1OCC (configuration not stated)
    0.9%	-14.2%	-16.5%	-4.7%	11.0%	0.5%	0.4%	3.3%
N#C/C(=C\Nc1ccccn1)S(=O)(=O)c1ccc(Cl)cc1
    2.4%	/	-25.0%	-4.7%	9.4%[7.67 µM]	-0.4%	5.9%	/
O=C(NCC1COc2ccccc2O1)c1ccc(NC(=O)C(c2ccccc2)c2ccccc2)cc1 (configuration not stated)
    0.0%	?	-25.9%	-1.2%	-27.7%	-10.1%	-6.1%	5.1%
CNc1nc(SC)nc(N2CCOCC2)n1
    0.0%	-1.4%	-2.3%	3.8%	-3.1%[46.1 µM]	-2.0%	3.1%	-2.8%
COc1ccc(C(=O)NC(C)c2nnc(SCC(=O)Nc3nc4ccccc4s3)n2C)cc1 (configuration not stated)
    1.2%	6.7%	-12.3%	0.2%	-6.9%[46.1 µM]	-16.1%	2.0%	-1.7%

An excerpt of these results, with each value named:
N#C/C(=C\Nc1ccccn1)S(=O)(=O)c1ccc(Cl)cc1
- Epigenetic derep = 2.4%
- ALDH1A1 block = /
- Tau fluor counter = -25.0%
- GAA glycogen mod = -4.7%
- NPSR antag = 9.4%[7.67 µM]
- aGlu spleen mod = -0.4%
- aGal spleen mod = 5.9%
- GAA inhib = /
CC1CN(C(=O)C2(C)CC2(Br)Br)CC(C)O1 (configuration not stated)
- Epigenetic derep = -5.2%
- ALDH1A1 block = -5.3%
- Tau fluor counter = 10.5%
- GAA glycogen mod = -3.3%
- NPSR antag = 5.4%
- aGlu spleen mod = -0.2%
- aGal spleen mod = 2.1%
- GAA inhib = -3.8%

Later entries
Under each structure – Epigenetic derep	ALDH1A1 block	Tau fluor counter	GAA glycogen mod	NPSR antag	aGlu spleen mod	aGal spleen mod	GAA inhib
Cc1cc(C)n2nc(SCC(=O)c3cc(C)n(-c4cc(C)on4)c3C)nc2n1
    -0.3%	3.5%	-26.8%	5.3%	-5.2%[46.1 µM]	-12.0%	16.4%	0.7%
c1ccc(-n2ncc3c2ncn2cnnc32)cc1
    -1.1%	-13.1%	-9.9%	3.1%	-4.8%[46.1 µM]	-3.6%	1.6%	1.3%
COc1ccc(N2CCN(Cc3nnnn3C3CCCCC3)CC2)cc1
    7.7%	-29.5%	-2.2%	2.2%	-9.5%	2.1%	-2.4%	?
NC(=O)NC(=O)COC(=O)c1sc2ccccc2c1Cl
    1.6%	15.2%	8.3%	7.8%	4.5%	4.6%	8.8%	1.2%[15.4 µM]
Cc1cc([N+](=O)[O-])c(C)cc1-c1ccc(/C=N/NC(=O)Cn2nnnc2N)o1
    -0.9%	15µM*	-2.6%	0.3%	-0.8%	0.8%	-8.6%	5.8%
CCCOc1ccc(C(C(=O)OCCN(CC)CC)c2ccccc2)cc1 (configuration not stated)
    0.8%	?	-9.7%	5.0%	10.1%[46.1 µM]	-8.9%	-0.5%	-10.0%
O=C(COc1ccccc1Cl)N1CCCC1
    -0.9%	6.3%	8.6%	10.6%	-5.7%[46.1 µM]	-1.3%	-0.1%	-3.4%
COc1ccc(CNC(=O)CCNS(=O)(=O)c2ccc(C)cc2)cc1
    2.0%	?	-6.9%	8.5%	4.7%[46.1 µM]	-3.9%	-16.8%	0.8%
N#CC(C#N)=Cc1ccc(-c2ccc(S(=O)(=O)N=C(N)N)cc2)o1
    ?	?	?	5.0%	-37.5%	-0.1%	1.7%	-5.9%
CCOC(=O)CN(c1cccc(C(C)=O)c1)S(C)(=O)=O
    -1.0%	-0.2%	-1.5%	5.3%	-13.7%[46.1 µM]	-4.2%	-3.3%	0.6%
O=C(CCCN1C(=O)/C(=C/c2ccccc2Cl)SC1=S)Nc1ccccn1
    0.0%	-1.8%	10.3%	10.4%	-19.0%[46.1 µM]	-6.1%	-3.8%	7.4%
CCCCN1C(=O)NC(NC(C)=O)(C(F)(F)F)C1=O (configuration not stated)
    -1.0%	5.6%	7.2%	-2.9%	-2.6%[46.1 µM]	-9.7%	0.3%	0.5%
Cc1ccc(CCNC(=O)C2CCC(=O)N2C2CCCC2)cc1 (configuration not stated)
    0.9%	-14.7%	0.8%	-7.3%	-6.0%[46.1 µM]	4.3%	4.2%	6.0%
CCOc1cc(/C=N/NC(=O)C(C)Sc2ccccc2)ccc1O (configuration not stated)
    0.0%	0.0%	-9.4%	?	-4.2%	-5.6%	-7.7%	?
O=C(Nc1ccccc1C(F)(F)F)N1CCC(N2CCCCC2)CC1
    -0.9%	2.0%	-1.6%	-8.6%	10.5%[46.1 µM]	-3.9%	-0.6%	-0.2%
COCCNC(=O)CN(c1ccc(C)cc1)S(=O)(=O)c1ccc(SC)cc1
    0.0%	-46.9%	6.7%	6.0%	-11.0%[46.1 µM]	-5.6%	-10.9%	-3.5%
CCCSc1nc2c(=O)[nH][nH]c(=O)c2n1Cc1ccccc1
    -1.2%	-4.4%	-0.1%	0.8%	-21.2%[46.1 µM]	-6.4%	5.2%	1.5%
Cc1cc(NS(=O)(=O)c2ccc(NC(=O)C(C)Oc3ccc4c(C)cc(=O)oc4c3)cc2)no1 (configuration not stated)
    -1.0%	?	1.4%	0.7%	-10.3%[46.1 µM]	-28.3%	-9.5%	-19.4%
O=C(O)COn1c(-c2ccccc2)nc2ccc([N+](=O)[O-])cc21
    -0.9%	-2.3%	-8.4%	17.9%	-2.9%	-4.2%	-8.0%	3.1%
COC(=O)c1ccc(NC(=O)Nc2ccc(OC)cc2)cc1
    10.0%	10.4%	?	-4.1%	3.5%	2.0%	6.0%	7.4%
Cc1cc(=O)oc2c(CN3CCCCC3)c(O)c(Cl)cc12
    9.5%	?	1.8%	7.5%	-1.5%[46.1 µM]	?	?	?
Cc1cc(Cl)c(S(=O)(=O)Nc2cccc(O)c2)cc1OCC(N)=O
    -0.9%	-3.8%	10.8%	12.3%	17.7%	-0.7%	0.8%	4.9%
O=C1CCC=C1C(O)CCc1ccccc1 (configuration not stated)
    0.0%	-7.4%	-5.7%	/	/	-0.8%	-5.0%	/
COc1ccc(C(=O)Nc2nc3nc(-c4ccccc4)cc(=O)n3[nH]2)cc1
    -1.1%	4.3%	-3.4%	0.8%	-15.7%[46.1 µM]	-6.9%	-0.6%	1.8%
N#Cc1c(/N=C/c2ccco2)sc2c1CCCCC2
    -1.2%	14.1µM*	-22.5%	?	-23.3%[46.1 µM]	-10.6%	-21.8%	-6.2%
COC(=O)N/N=C/c1ccc(-c2cc(Cl)cc(Cl)c2)o1
    -1.0%	-1.4%	-19.6%	2.2%	-13.3%	-2.2%	1.6%	-2.0%
CC(NS(=O)(=O)c1ccc([N+](=O)[O-])cc1)C(c1cccs1)N1CCOCC1 (configuration not stated)
    -0.6%	-2.1%	-13.4%	3.3%	-6.8%	3.1%	1.9%	0.6%
CCN(CC)CC(=O)N1CCCC(C(=O)c2ccccc2OC)C1 (configuration not stated)
    3.0%	-0.2%	-7.9%	2.1%	-6.8%	4.4%	-1.0%	10.5%
Cc1cc2c(nc1C)CCCN2C[C@H](C)O/N=C\[C@@H](C)[C@H](OCc1ccccc1)C(C)C
    0.0%[10.1 µM]	-13.9%[13.5 µM]	-4.3%[11.6 µM]	/	/	4.5%[17.4 µM]	14.3%[17.5 µM]	/
COc1ccccc1NC(=O)Cn1cnc2c(oc3ccccc32)c1=O
    2.3%	12.8%	-13.3%	14.4%	-5.3%[46.1 µM]	3.5%	6.4%	-5.4%
COc1cccc(OCCn2cccc2/C=C2/C(=N)N3OC(C)=CC3=NC2=O)c1
    0.0%	6.5%	?	-10.5%	-30.0%	0.1%	5.9%	-5.8%
COc1ccc(NC(C)C(=O)N/N=C/c2ccccc2OCc2ccc(Br)cc2)cc1 (configuration not stated)
    -0.6%	?	?	-1.9%	?	-0.2%	2.7%	-4.3%
NS(=O)(=O)c1ccc(CNC(=O)c2cc(-c3ccccc3)nc3ccccc23)cc1
    ?	/	-15.8%	2.2%	-33.4%	2.7%	5.0%	-2.2%[15.4 µM]
COc1cc2[nH]c(=S)n(N(C(C)=O)C(C)=O)c(=O)c2cc1OC
    -1.0%	0.5%	-9.8%	0.6%	-10.1%[46.1 µM]	4.3%	2.2%	-1.4%
Cn1c(Oc2ccc(F)cc2F)c(C=O)c2ccccc21
    -0.3%	?	-11.5%	-18.9%	-19.9%	-13.1%	-1.7%	-4.0%
COc1ccccc1N1CCN(C(=S)Nc2cccc(C)c2)CC1
    -0.3%	-5.7%	2.5%	-8.0%	35.9%	1.3%	0.1%	5.2%
CC(C)(C)NC(=O)CSc1nnc(Cc2ccc3c(c2)OCO3)n1C1CCCCC1
    -1.1%	-4.8%	-15.8%	2.0%	-20.5%[46.1 µM]	-13.9%	-1.4%	-1.0%
O=C(Nc1ccc2ncccc2c1)c1ccccc1Cl
    0.0%	2.1%	4.9%	13.5%	5.9%	-7.8%	-0.6%	?

Bioassay records: PubChem BioAssay, National Center for Advancing Translational Sciences (NCATS)
